BRCA1 expr up = increases BRCA1 expression; MCF7-BRCA1-FFLuc reporter, luminescence, 48 h; response scale: scaled: vehicle 0%, 10 µM genistein 100%; Potency, µM (titrated, usually from 46.1 µM), inactives show at the top dose activation, most hits filed as activators; hit rate 1.1% among 380,000; AID 624202; also: nearly all actives have a fitted effect of over 80% in size; some results filed as inactive show a strong effect at the top dose
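MCF7-BRCA1-FFLuc, 2000 cells/well; 2 h attach, 37 °C/5% CO2; compound 48 h; luciferase substrate 15 min; luminescence end-point. Norm. to genistein 10 microM max activation and DMSO; concentration-response curves fitted.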
RORgamma inh = ROR gamma (mouse) transcription inhibition; Drosophila S2 Gal4-RORgamma UAS-luciferase reporter, 20 h; Potency, µM (series often up to 53.6 µM), for inactives: at the highest dose activity change, negative = inhibition, most hits filed as inhibitors; hit rate 5.4% among 310,000; also: % is scaled to controls: 0 for no effect and ±100 for the full control effect; nearly all actives have a fitted effect of over 60% in size
Target sequence (P51450 whole entry, looked up, the tested form may be a part): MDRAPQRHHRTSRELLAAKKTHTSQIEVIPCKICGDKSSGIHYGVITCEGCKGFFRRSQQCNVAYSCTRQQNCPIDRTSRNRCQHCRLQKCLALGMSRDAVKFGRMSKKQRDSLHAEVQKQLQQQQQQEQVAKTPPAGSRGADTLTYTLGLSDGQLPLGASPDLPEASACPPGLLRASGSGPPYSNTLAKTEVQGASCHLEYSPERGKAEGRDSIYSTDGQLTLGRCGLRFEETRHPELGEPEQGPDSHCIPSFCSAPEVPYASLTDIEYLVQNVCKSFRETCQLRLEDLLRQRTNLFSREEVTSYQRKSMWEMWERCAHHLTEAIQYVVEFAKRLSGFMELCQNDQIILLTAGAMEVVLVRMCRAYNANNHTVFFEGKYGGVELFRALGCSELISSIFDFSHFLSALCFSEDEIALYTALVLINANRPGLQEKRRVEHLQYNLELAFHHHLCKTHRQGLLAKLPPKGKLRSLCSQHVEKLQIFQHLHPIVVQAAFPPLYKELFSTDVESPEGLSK
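Drosophila Schneider cells stably carrying a metallothionein-driven Gal4 DBD–ROR gamma fusion and a UAS-Photinus luciferase reporter were exposed to compound for 1 hr, then induced with copper sulfate (700 uM final) for 20 hr at ambient temperature before luminescence reading.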
ELG1 genotoxic = inducers of genotoxicity in HEK293T ELG1-luciferase cells; HEK293T ELG1-luciferase reporter, luminescence, 16 h; hit rate 1.3% among 330,000; AID 504466; Potency, µM (titrated, usually from 46 µM), without a hit: top-dose activity change, positive = activation, usual class: activators; also: % of control where 0% means no effect; nearly all actives have a fitted effect of over 60% in size
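HEK293T cells expressing luciferase-tagged ELG1 were exposed to compound or DMSO vehicle for 16 hr at 37 °C and 5% CO2. Luciferase activity was then measured with ONE-Glo after 30 min at room temperature.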
uPA surface inh = blocks generation of uPA at the cell surface; cell surface uPA generation assay, qHTS; Potency, µM (doses to about 38.3 µM), inactives show at the top dose activity change, negative = inhibition, actives largely listed as inhibitors; hit rate 0.31% among 330,000; AID 540303; active = well fitted inhibition curve with a large enough effect; inconclusive = small, poorly fitted or top-dose-only effect; inactive = no such curve, though single readings can be large or run the other way; tested in mouse RAW 264.7 cells; also: % is scaled to controls: 0 for no effect and ±100 for the full control effect; nearly all actives have a fitted effect of over 55% in size
MLL CXXC-DNA inh = inhibitors of human MLL CXXC domain-DNA interaction | Potency, µM (series often up to 115 µM), inactives show top-dose activity change, negative = inhibition, most hits filed as inhibitors | hit rate 0.037% among 290,000 | MLL-CXXC / FITC-HOXA9 DNA fluorescence polarization | AID 2662; active = well fitted inhibition curve with a large enough effect in the polarisation, with a control signal flat, not every such curve was filed as active; inconclusive = small, poorly fitted or top-dose-only effect, or effect the other way, or a change in a side signal; inactive = no such curve, though single readings can be large or run the other way; the % refers to the polarisation
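Steps: dispense CXXC domain solution (7 uM) → pin compounds or unlabeled HOX-A9 DNA control → 5 min ambient → add FLSN-HOX-A9 solution (50 nM) → spin → 30 min ambient → fluorescence polarization. Tris pH 7.5/NaCl/DTT/BSA buffer.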
NPC1 prom act = NPC1 promoter activation | hit rate 2.4% among 320,000 | Potency, µM (top dose mostly 9.22 µM), inactives show at the highest dose activation, most hits filed as activators | Huh7 NPC1 promoter luciferase reporter, 24 h;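 also: % of control where 0% means no effect; nearly all actives have a fitted effect of over 60% in size; reporter is driven by a mutant NPC1 promoter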
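Readout is luciferase luminescence, reflecting NPC1 promoter activation in stably transfected Huh7 cells after 24 h compound exposure at 37 °C in reduced-serum medium with 10% FBS.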
MBNL1 CUG block = inhibitors of human MBNL1 binding to CUG repeat RNA; Q9NR56; TR-FRET MBNL1-His/biotin-(CUG)12 binding, 665/545 ratio; Potency, µM (series often up to 57.5 µM), for inactives: at the top dose activity change, negative = inhibition, hits mostly inhibitors; hit rate 0.036% among 280,000; AID 2675; active = well fitted inhibition curve with a large enough effect in the signal ratio, with a control signal flat, not every such curve was filed as active; inconclusive = small, poorly fitted or top-dose-only effect, or effect the other way, or a change in a side signal; inactive = no such curve, though single readings can be large or run the other way; the % refers to the signal ratio; also: % is scaled to controls: 0 for no effect and ±100 for the full control effect
Target sequence (Q9NR56 whole entry, looked up): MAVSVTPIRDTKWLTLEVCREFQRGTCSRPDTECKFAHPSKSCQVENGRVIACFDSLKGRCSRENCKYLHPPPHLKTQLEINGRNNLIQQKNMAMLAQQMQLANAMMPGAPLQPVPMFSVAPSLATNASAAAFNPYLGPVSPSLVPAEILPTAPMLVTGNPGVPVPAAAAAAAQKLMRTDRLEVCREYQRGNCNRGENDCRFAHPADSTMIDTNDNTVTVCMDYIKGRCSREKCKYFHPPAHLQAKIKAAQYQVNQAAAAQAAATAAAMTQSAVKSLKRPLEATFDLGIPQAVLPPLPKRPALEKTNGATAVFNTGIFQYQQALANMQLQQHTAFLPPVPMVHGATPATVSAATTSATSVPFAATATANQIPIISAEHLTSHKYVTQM
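MBNL1-His + Biotin-(CUG)12, cpd titration 92 nM–58 uM; Tb anti-His Ab 0.055 ng/ul, SA-XL665 5 nM (final); 60 min RT; ratiometric 665/545 nm, Ex 340 nm; normalized to buffer and full-complex controls.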
p53 reactivator = mutant p53 re-activation in reporter cells; AID 504706; H1299 p53-A138V BP100-luciferase reporter, luminescence, 24 h; hit rate 0.063% among 320,000; Potency, µM (titrated, usually from 92.2 µM), without a hit: at the highest dose activity change, positive = activation, most hits filed as activators; also: % of control where 0% means no effect; nearly all actives have a fitted effect of over 45% in size
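p53-null H1299 cells stably carrying temperature-sensitive p53-A138V and a BP100-luciferase reporter were pinned with compounds (4-point, 1:5 series) and held 24 hrs at 37 deg C. Luminescence was read 10 min after detection reagent.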
Gal4-VP16 FLuc = counter-screen for ROR gamma inhibitors: Gal4-VP16 reporter; Drosophila S2 Gal4-VP16 UAS-luciferase, luminescence, 20 h; Potency, µM (titrated, usually from 53.6 µM), without a hit: top-dose activity, negative = inhibition, usual class: inhibitors; hit rate 3.5% among 310,000;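 also: Gal4-VP16 expression switched on by copper sulfate through the metallothionein promoter; % is scaled to controls: 0 for no effect and ±100 for the full control effect; nearly all actives have a fitted effect of over 50% in size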
Rab9 prom act = Rab9 promoter activation; hit rate 2.8% among 320,000; Potency, µM (doses to about 9.22 µM), without a hit: at the top dose activation, negative = inhibition, actives largely listed as activators; Huh7 Rab9 promoter-luciferase reporter, luminescence, 24 h; also: % of control where 0% means no effect; nearly all actives have a fitted effect of over 60% in size
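Huh7 reporter line, Rab9 promoter upstream of luciferase. Compound exposure 24 h at 37 °C in reduced-serum medium with 10% FBS. Read-out: luminescence.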
FLuc modulator = firefly luciferase modulation, counter-screen for miR-21 project. P08659. purified FLuc, Km substrates, luminescence inhibition. Potency, µM (highest dose often 57.5 µM), for inactives: top-dose activity change, negative = inhibition, actives largely listed as inhibitors. hit rate 6.9% among 360,000. AID 588342;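 also: plate controls were vehicle for no effect and reference inhibitor for full effect; nearly all actives have a fitted effect of over 55% in size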
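Purified P. pyralis luciferase (10nM final) with 10uM D-luciferin and 10uM ATP (Km levels) in 50mM Tris acetate pH 7.5, 10mM Mg acetate, 0.01% Tween-20, 0.05% BSA; qHTS 6-point titration, ~60 µM downward; luminescence read.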
The depositor's hits bear a star; ? = inconclusive; . = no result given; & = joins results of further samples; [ ] = another dose, or the depositor's remark. Unless noted, calls follow the shape of the dose curve; as a rule, active = well fitted curve in the direction sought with a large enough effect; inconclusive = small, poorly fitted or top-dose-only effect, or another doubt; inactive = no such curve, though single readings can be large; an effect the other way counts as inactive or inconclusive. Potency is read from the fitted curve at half-maximal effect. An excerpt; rates above refer to the full screens.

SMILES	BRCA1 expr up	RORgamma inh	ELG1 genotoxic	uPA surface inh	MLL CXXC-DNA inh	NPC1 prom act	MBNL1 CUG block	p53 reactivator	Gal4-VP16 FLuc	Rab9 prom act	FLuc modulator
COc1ccccc1NS(=O)(=O)c1cccc(C(=O)N/N=C/c2cn(-c3ccccc3)nc2-c2ccccc2)c1	-31%	1.6µM*	-3%	-12%	-1%	0%	1%	7%	6.3µM*	-1%	-16%
C/C(=N\NC(=S)NCCc1ccccc1)c1cccc(Br)c1	-24%	4.5µM*	-1%	.	28%	4%	4%	29%	?	5%	-17%
CC(=O)c1ccc(NC(=O)CN2CCC(C(=O)c3ccc4c(c3)OCCO4)CC2)cc1	-18%	40%	-5%	0%	10%	0%	-7%	-1%	-4%	-6%	-1%
CCc1ccc(N(CC(=O)Nc2nc3ccc(C)cc3s2)S(=O)(=O)c2c(C)noc2C)cc1	-77%	-20%	-12%	-1%	-8%	0%	13%	-1%	-23%	-2%	4%
O=C(NC(=O)N1CCCc2ccccc21)c1ccccc1	-7%	-20%	2%	5%	1%	-2%	.	-4%	-14%	11%	0%
COc1ccc(OCCOC(=O)CCS(=O)(=O)c2ccc(C)cc2)cc1	17%	.	-7%	1%	.	-2%	.	2%	.	-2%	1%
Cc1nnsc1C(=O)Nc1cccc(Cl)c1	12%	7%	13%	0%	1%	-4%	-18%	3%	-18%	-5%	-10%
CCOC(=O)N/N=C/c1cccc(Cl)c1Cl	49%	30%	11%	4%	3%	17%	20%	28%	-7%	23%	21µM*
CCN(CC)S(=O)(=O)c1ccc2c(c1)c(=O)c(C(=O)NCCc1ccc(OC)c(OC)c1)cn2C	-12%&-5%	18%	5%	13%	0%	-3%	-1%	7%	-7%	0%	-2%&0%
COc1ccccc1C(c1nnnn1CCc1ccccc1)N1CCCCCC1 (configuration not stated)	-50%	-9%	-13%	8%	8%	0%	0%	17%	1%	1%	2%[2.3 µM]
Brc1ccc(-c2nnc(-c3ccccc3)o2)o1	51%	?	?	-2%	9%	?	42%[activator]	?	4%	?	6µM*
Cc1ccc(S(=O)(=O)n2ccc3c(OCCOCCSCC(NC(=O)OC(C)(C)C)C(=O)O)cccc32)cc1 (configuration not stated)	-2%	25%	0%	8%	-1%	-3%	-13%	13%	-11%	-6%	0%
COc1ccc(CCNC(=O)c2sc(=S)n(C)c2N)cc1	-23%	0%[10 µM]	2%	0%	3%	10%	13%	1%	0%	-5%	-1%
CC(=O)Nc1cc(C(=O)N(C)Cc2ccco2)ccc1Sc1ccc(Cl)cc1	-19%	36%	1%	1%	24%	-1%	-20%	0%	3%	-7%	-1%
O=c1c(-c2ccccc2)n[nH]c2ccccc12	?	-4%	0%	-6%	9%	2.2µM*	?	?	-8%	3.5µM*	9.5µM*
CC(Nc1ccc(F)cc1F)C(=O)NC(=O)NC1CCCCC1 (configuration not stated)	-4%	42%	-4%	-1%	2%	-7%	-8%	0%	-5%	-4%	-2%
CN(C(=O)COC(=O)/C=C/c1ccc(Cl)c(Cl)c1)c1c(N)n(Cc2ccccc2)c(=O)[nH]c1=O	-39%	.	-1%	-4%	.	-1%	.	-3%	.	-3%	4%
COCCCn1c(SCC(N)=O)nnc1-c1ccccc1	3%	-16%	-1%	9%	10%	-3%	3%	6%	-2%	9%	1%
CC(C)SC1=NC(C)(C)C=C(/C=C/c2ccc(Cl)cc2Cl)N1	-81%	?	0%	4%	17%	1%	1%	-5%	3%	14%	-2%
O=C(NCCSc1ccccn1)c1ccc(Cl)cc1	?	?	?	-9%	5%	0.63µM*	-1%	?	?	0.63µM*	3.4µM*
CCOc1ccc(NC(=O)CCC(=O)N/N=C/c2ccc([N+](=O)[O-])s2)cc1	-83%	?	-1%	-7%	5%	0%	?	6%	-29%	2%	6%
Cc1c(C(=O)N2CCCCC2)c(S(=O)(=O)NCc2ccccc2Cl)c(C)n1C	0%	1%	-1%	3%	-6%	-1%	-4%	-5%	-6%	-2%	0%
CCCCN(C(=O)c1ccc2c(c1)OCO2)C1CCS(=O)(=O)C1 (configuration not stated)	1%	.	3%	27%	.	2%	.	-5%	.	-4%	10%
Cc1ccc(O)c(N=Cc2sc3ccccc3c2Cl)c1	1%	?	3%	-13%	12%	16%	18%	?	?	21%	1.5µM*
O=C(CN1CCc2ccccc2C1)Nc1ccc(Br)cc1	-1%[1.84 µM]	?	10%	-2%	1%	-1%	0%	4%	3%	-8%	?
COc1ccc(C(=O)N/N=C/c2cccnc2)cc1	38%	-29%	?	?	8%	?	19%	4%	-3%	21%	15µM*
CCOC(=O)c1sc(=NC(=O)c2ccco2)n(C)c1C	-45%	-18%	4%	-3%	21%	-12%	-13%	?	3%	?	15µM*
COC(=O)c1cccc(NC(=O)CN2CCc3ccccc3C2)c1	18%	20%	-1%	1%	3%	-1%	-2%	.	10%	-2%	-3%
Cc1cccc(C(=O)Nc2scc(CC(C)C)c2C(=O)O)c1	-11%	-7%	-4%	-1%	17%	-2%	-21%	21%	9%	-5%	?
CN1/C(=C\P(=O)(N(C)C)N(C)C)C(C)(C)c2ccccc21	-75%	-39%	-6%	-26%	31%[activator]	-1%	?	13%	7.9µM*	-5%	3%
O=C(COc1ccccc1)N1CCN(c2ccccc2)CC1	4%	23%	1%	1%	6%	-1%	-4%	10%	0%	0%	4%
S=C1NC2(CCCCC2)Nc2ccccc21	-12%	7.1µM*	-5%	10%	-3%	-14%	17%	1%	?	9%	0%
O=C(NCC1COc2ccccc2O1)c1cc(S(=O)(=O)N2CCOCC2)ccc1F (configuration not stated)	-23%	.	-1%	1%	.	1%	.	-1%	.	2%	5%
COC(=O)/C(=C\Nc1cccc(Cl)c1C)c1ncc(C(F)(F)F)cc1Cl	-11%	-18%	0%	5%	6%	0%	-4%	-2%	4%	-4%	-2%
CC1CCCCC1NC(=O)CCCn1c(=S)[nH]c2ccccc2c1=O (configuration not stated)	-29%	?	2%	1%	0%	-4%	-5%	1%	12%	-3%	3%
CN(CC(=O)Nc1ccc(N2CCOCC2)cc1)C(=O)CSc1ccc(Br)cc1	-26%	21%	3%	11%	-7%	1%	-3%	0%	4%	-3%	?
Cc1ccc(N2CC(C(=O)Nc3ccc(S(=O)(=O)Nc4nccs4)cc3)CC2=O)cc1C (configuration not stated)	0%	4%	2%	3%	-2%	0%	1%	4%	-4%	-5%	?
O=C(NC1CCCCC1)C(c1ccc(F)cc1)N(Cc1ccco1)C(=O)c1ccccn1 (configuration not stated)	-5%	10%	-5%	-6%	-2%	-4%	.	-3%	9%	?	-1%
Cc1ccc(CSCC(=O)NCCc2ccccc2)cc1	53%	23%	-5%	-3%	1%	6%	7%	4%	7%	0%	-11%
O=CN1CCN(C(=O)c2cccc([N+](=O)[O-])c2)CC1	-30%	-27%	2%	0%	-1%	-1%	9%	22%	-10%	-2%	0%
O=C(O)COc1ccccc1/C=N/NC(=O)CSc1nc2ccccc2s1	-2%	33%	-1%	4%	1%	1%	5%	1%	4%	0%	?
O=C(NCCCN1CCCC1=O)c1ccccc1NS(=O)(=O)c1ccc(Br)cc1	1%	45%	-6%	-2%	2%	2%	-4%	1%	4%	-1%	7%
Nc1c(C(=O)NCC2CCCO2)c2nc3ccccc3nc2n1-c1ccccc1 (configuration not stated)	-52%	36%	-11%	1%	-8%	2%	?	0%	-1%	2%	0%
CCOc1ccc2oc(C(=O)OCC(=O)NCc3ccc(OC)cc3)c(C)c2c1	16%	.	8%	5%	.	2%	.	?	.	-1%	2%
CSC1=NCCN1C(=O)c1ccco1	-13%	41%	1%	0%	-7%	4%	-2%	5%	-5%	3%	-5%
CC(C)Cn1c(N)c(C(=O)NCC2CCCO2)c2nc3ccccc3nc21 (configuration not stated)	-55%	2%	-11%	0%	-12%	-16%	19%	4%	3%	-2%	3%

Assay outcomes (PubChem BioAssay)
